# Screening data: PubChem, several laboratories
# HTR1A agonist: human 5-HT1a receptor agonists, primary screen, cell-based, CHO, Ga15 NFAT-bla reporter; 5-hydroxytryptamine receptor 1A (Homo sapiens), P08908; CHO 5-HT1a Ga15 NFAT-bla reporter, FRET ratio; 0% basal, 100% maximal reference agonist; activation, % at 10 µM; 0.56% of 65,000 active;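 active = activation above the screen-wide mean activation plus 3 SD, cut at about 19% in these data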;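 note: 0% = DMSO wells and 100% = 5-CT at EC100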
# SF-1 act: activators of human SF-1, primary screen, cell-based, CHO-K1, Gal4-SF-1 LBD, luciferase luminescence. 1.9% of 65,000 active. activation, % at 10 µM. Steroidogenic factor 1 (Homo sapiens), Q13285. CHO-K1 Gal4-SF-1 LBD luciferase reporter; % increase over DMSO SF-1-specific signal. AID 522, 2006;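 active = activation above the mean activation of all tested compounds plus 3 SD, cut at about 50% in these data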
# Target sequence (Q13285 whole entry, looked up, the tested form may be a part): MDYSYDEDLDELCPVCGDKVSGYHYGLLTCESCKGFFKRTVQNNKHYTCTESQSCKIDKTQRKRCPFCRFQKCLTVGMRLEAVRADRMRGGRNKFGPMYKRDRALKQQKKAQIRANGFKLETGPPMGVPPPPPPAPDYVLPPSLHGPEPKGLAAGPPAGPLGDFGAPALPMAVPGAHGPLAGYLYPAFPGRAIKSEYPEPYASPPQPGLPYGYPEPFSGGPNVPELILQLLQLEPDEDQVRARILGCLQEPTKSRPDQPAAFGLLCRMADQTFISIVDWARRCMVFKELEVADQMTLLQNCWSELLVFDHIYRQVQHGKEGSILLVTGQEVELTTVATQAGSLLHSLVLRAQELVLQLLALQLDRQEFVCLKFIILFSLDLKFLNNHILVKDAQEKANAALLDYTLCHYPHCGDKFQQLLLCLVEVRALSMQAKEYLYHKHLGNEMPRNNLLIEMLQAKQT
#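 Material: Transient Gal4-SF-1 LBD reporter, CHO-K1 | Input: 4,000 cells/well | Dosing: One dose, 10 µM compound, 1% DMSO | Incubation: 20 h compound treatment, 37 °C | Detection: SteadyLite luciferase luminescence | Evaluation: Percent activation relative to DMSO median and mock-transfected background | Benchmarks: DMSO-treated SF-1-transfected cells as negative, DMSO-treated mock-transfected cells lacking SF-1 as background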
# RORA act: activators of orphan receptor RORA, primary screen, cell-based, luminescence; Nuclear receptor ROR-alpha (Homo sapiens), P35398; AID 560, 2006; CHO-K1 Gal4-RORA LBD luciferase reporter; percent increase over mock-subtracted basal signal; activation, % at 10 µM; 1.5% of 65,000 active;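 active = activation above the mean of all tested compounds plus 3 SD, cut at about 49% in these data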;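 note: 0% = DMSO-treated RORA cells and 100% = added signal equal to DMSO minus mock-transfected cells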
# HTR1E agonist: 5-HT1E receptor agonists, primary screen, cell-based, HTS | 5-hydroxytryptamine receptor 1E (Homo sapiens), P28566 | CHO 5-HT1E Ga15 NFAT-bla reporter, FRET; 0% DMSO wells, 100% control agonist wells | activation, % at 6 µM | 0.69% of 65,000 active | AID 574, 2007;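 active = activation above a set limit, the screen-wide mean activation plus 3 SD, cut at about 8.5% in these data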;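 note: 100% = positive control agonist at 1 µM giving full maximal response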
# Target sequence (P28566 whole entry, looked up): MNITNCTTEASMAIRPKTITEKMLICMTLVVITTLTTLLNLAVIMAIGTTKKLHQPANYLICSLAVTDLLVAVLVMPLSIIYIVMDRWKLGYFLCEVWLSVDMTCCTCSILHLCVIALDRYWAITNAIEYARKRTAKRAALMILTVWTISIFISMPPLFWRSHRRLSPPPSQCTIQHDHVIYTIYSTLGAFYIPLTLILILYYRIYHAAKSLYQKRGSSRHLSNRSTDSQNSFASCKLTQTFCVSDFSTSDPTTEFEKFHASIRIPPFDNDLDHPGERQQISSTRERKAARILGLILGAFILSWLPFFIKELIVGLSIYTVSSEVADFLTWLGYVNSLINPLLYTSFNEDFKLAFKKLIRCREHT
# 5-HT1A blocker: human 5-HT1a receptor antagonists, primary screen, cell-based, CHO, Ga15 NFAT-bla reporter | 5-hydroxytryptamine receptor 1A (Homo sapiens), P08908 | CHO 5-HT1a Ga15 NFAT-bla reporter, antagonist mode | inhibition, % at 10 µM | 0.68% of 62,000 active | AID 612, 2007;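 active = inhibition above the mean of all tested compounds plus 3 SD, cut at about 43% in these data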;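 note: receptor stimulated by 5-CT agonist at 100 nM near EC80; beta-lactamase reporter measured by ratiometric fluorescence of a cleavable substrate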
# Ecoli tolC: growth inhibitors of E. coli tolC mutant, primary screen, strain BW25113 ΔtolC::kan, 384-well | OD615 | growth inhibition, % at 10 µM (by protocol) | 2.2% of 65,000 active;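 active = growth inhibition at or above a cutoff equal to the mean over every tested compound plus 3 SD, cut at about 60% in these data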;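 note: growth measured after 20 h incubation at 37 °C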
#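 test system = E. coli BW25113 ΔtolC::kan bacteria | medium = LB with kanamycin 50 µg/mL | signal = OD at 615 nm | schedule = 37 °C, 20 h exposure | evaluation = % inhibition of E. coli growth | compound dosing = one dose of 10 µM final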
# 5HT1E antag: 5-HT1E receptor antagonists, primary screen, cell-based, HTS; AID 571, 2007; CHO 5-HT1E Ga15 NFAT-bla reporter, FRET, antagonist; 0.99% of 65,000 active; inhibition, % at 6 µM; 5-hydroxytryptamine receptor 1E (Homo sapiens), P28566;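 active = inhibition above a set limit, the mean inhibition across every tested compound plus 3 SD, cut at about 29% in these data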;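 note: signal is the 460 over 535 nm emission ratio of beta-lactamase substrate; 0% = agonist plus DMSO wells and 100% = wells without agonist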
# NADH enzymes: inhibitors of PK/LDH coupling enzymes, profiling panel, artefact control, biochemical, MLSMR library. coupled PK/LDH NADH assays, four targets. IC50, µM (doses to about 10 µM), for inactives: at the top dose inhibition. 0.02% of 65,000 active. AID 774, 2007;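 active = single-dose screening hits from any of four coupled enzyme assays that gave an IC50 when retested across doses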;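 note: the DPM-DC format reads NADH fluorescence rather than 340 nm absorbance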
# MMP-13 inhibitor: human MMP13 inhibitors, primary screen, biochemical, FRET peptide cleavage; Collagenase 3 (Homo sapiens), P45452; MMP-13 fTHP FRET cleavage, Mca fluorescence; inhibition, % at 4 µM; 0.07% of 65,000 active; AID 570, 2006;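 active = inhibition above the mean of compound-free control plate wells plus 3 SD, cut at about 14% in these data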;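 note: 0% = DMSO wells and 100% = wells with reference MMP-13 inhibitor after basal subtraction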
# Starred values were filed as active, the others as inactive; x = no result given; [ ] = another dose, or the depositor's remark.
SMILES,HTR1A agonist,SF-1 act,RORA act,HTR1E agonist,5-HT1A blocker,Ecoli tolC,5HT1E antag,NADH enzymes,MMP-13 inhibitor
CN1CCCC(OC(=O)CCCC(=O)OC2CCCN(C)C2)C1 (centres undefined),-2.8,-2,-23,-0.2,-8,-23,3,5%,-1
COc1cc(C(=O)NC2CCN(Cc3nnnn3Cc3cccs3)CC2)cc(OC)c1OC,1.8,-4,6,-0.2,-8,-14,14,9%,3
O=C(O)CC1SC(=Nc2cccc(C(F)(F)F)c2)NC1=O (centres undefined),1.9,-8,-25,0.1,x,11,-15,2%,-9
CCOc1nc(C)ccc1-c1noc(-c2ccco2)n1,-2.3,16,10,-0.7,-3,3,14,12%,2
COC(=O)c1cccc2c1-c1ccccc1/C2=N/O,0.1,10,-8,-0.2,8,19,19,7%,-2
Cc1cccc(C)c1NS(=O)(=O)c1c(C)[nH]c(=O)[nH]c1=O,-0.7,2,-37,0.1,-15,-6,2,2%,2
CCOC(=O)C1=C(C)NC(C)=C(C(=O)OCC)C1C(=O)OCC(=O)c1ccc2c(c1)OCCO2,0.5,-6,-1,0.2,5,2,1,11%,-1
CS(=O)(=O)Cc1nc2ccccc2oc1=O,-2.2,-30,-33,0.7,12,1,-7,3%,10
O=C(CN(C1CC1)S(=O)(=O)c1ccc(S(=O)(=O)N2CCCCCC2)cc1)Nc1ccccc1,-3.3,1,0,0.6,0,-7,-4,10%,1
Cc1sc2nc(C3CC3)nc(NCCNS(C)(=O)=O)c2c1C,-1.9,7,-9,-0.4,0,-2,39*,4%,0
CCCn1nc(C(=O)Nc2cc(C(=O)OC)ccc2C)c2ccccc2c1=O,-4.4,-16,-30,0.2,5,-7,2,5%,6
O=C(COC(=O)c1cc(-c2ccco2)nc2ccccc12)NCc1ccc2c(c1)OCO2,0.1,-12,8,-0.1,-3,-9,6,2%[fluoresces],-53
CCc1sc(C(=O)NCc2cc(C)n(C)n2)cc1Br,-1.4,-17,-21,-1.3,18,16,8,7%,-3
CCc1ccc(OCc2nc(-c3ccccn3)no2)c(Br)c1,-2.3,-33,-10,0.0,-2,35,8,6%,5
Cc1cccc(-c2noc(CN(C(=O)C34CC5CC(CC(C5)C3)C4)C(C)C)n2)c1,1.5,-4,4,1.2,3,40,-2,3%,4
CC(OC(=O)c1cc(=O)[nH]c2ccccc12)c1ccccc1 (centres undefined),-0.1,31,37,0.1,4,6,2,10%,-5
CCC(C(=O)Nc1nccs1)c1ccccc1 (centres undefined),-1.1,2,-4,-0.1,-4,-2,-10,6%,1
Cc1ccc(CCNC(=O)C2CCN(S(=O)(=O)c3ccc4c(c3)CCC(=O)N4)CC2)cc1,-1.1,16,-17,0.2,-10,-9,-1,1%,-2
CC(C)(C)NCCCCOc1ccccc1F,-2.7,12,2,0.6,6,-9,2,2%,-1
Cc1ccc(C(=O)C2=C(O)C(=O)N(CCCN3CCOCC3)C23C(=O)N(C)c2ccccc23)o1 (centres undefined),-2.6,-3,4,0.5,-6,-12,-8,7%,-2
COc1ccc(-n2nnnc2S(=O)(=O)Cc2ccc(C(=O)O)cc2)cc1,-1.9,-17,-14,0.3,25,5,14,8%,4
c1cc(-c2nn[nH]n2)ccc1CN1CCCCC1,-2.2,3,-21,-0.4,-2,-14,-20,2%,3
CCC1Sc2ccccc2N(CC(=O)NCc2ccc3c(c2)OCO3)C1=O (centres undefined),-0.9,4,0,-1.1,17,8,-9,0%,5
Cn1nc(CC(=O)NC2CCCCCC2)c2ccccc2c1=O,-3.9,-5,-2,0.4,10,0,-1,4%,0
CCCCC(=O)Nc1nc2ccc3nc(C)sc3c2s1,-0.3,13,33,1.2,-32,7,-10,2%,4
Fc1ccc(CSc2nnc(-c3cnccn3)n2Cc2ccco2)cc1,-0.2,-2,-14,1.4,11,21,-12,6%,-9
Cc1cc(S(=O)(=O)Nc2cccnc2)c(C)s1,0.2,-6,-5,-0.1,-21,-11,1,6%,-3
COC(=O)C1(S(=O)(=O)C2(C(=O)OC)CCCC2)CCCC1,-0.9,-2,-29,0.1,1,-21,-13,2%,4
CCOC(=O)N1CCN(Cc2nc3c(c(=O)n(C)c(=O)n3C)n2CCC(C)C)CC1,2.0,-9,9,1.1,-5,-8,5,3%,0
NS(=O)(=O)c1ccc(CCNc2cc(=O)n(Cc3ccc(F)cc3)c(=O)[nH]2)cc1,-1.8,23,-3,-0.7,-2,-9,0,4%,-2
Cc1ccc(S(=O)(=O)N2CCN(C(=O)C3CCCCC3)CC2)cc1,-2.3,-2,3,2.7,0,0,-6,9%,8
CC(=O)N1C(=O)C2(C(C#N)=C(N)Oc3cc(C)oc(=O)c32)c2ccccc21 (centres undefined),-0.3,9,-1,-1.3,7,-5,10,2%,2
O=C(OCc1nnc(-c2ccc(Cl)cc2)o1)c1ccc(=O)n(Cc2ccccc2)n1,1.5,6,-4,1.3,-2,8,-2,2%,9
Cc1cc(C)n(-c2ccc(F)cc2)c(=O)c1C(=O)O,-4.8,6,-22,-0.6,-3,-24,-7,7%,-5
CC(C)C(=O)Nc1cc(=O)[nH]c2ncnn12,-0.4,-8,9,-0.5,5,-25,8,3%,7
CC1CCC(N2CCN(c3ncccn3)CC2)CC1 (centres undefined),-1.7,-7,-7,0.0,6,-3,6,1%,2

# 3 entries from above, arranged by the number in 5-HT1A blocker, smallest number first:
compound	5-HT1A blocker
CCC(C(=O)Nc1nccs1)c1ccccc1 (centres undefined)	-4
NS(=O)(=O)c1ccc(CCNc2cc(=O)n(Cc3ccc(F)cc3)c(=O)[nH]2)cc1	-2
Cc1ccc(S(=O)(=O)N2CCN(C(=O)C3CCCCC3)CC2)cc1	0

# More entries
SMILES,HTR1A agonist,SF-1 act,RORA act,HTR1E agonist,5-HT1A blocker,Ecoli tolC,5HT1E antag,NADH enzymes,MMP-13 inhibitor
O=C(c1ccc(CNc2c(N3CCCC3)c(=O)c2=O)cc1)N1CCc2ccccc2C1,-0.1,-2,4,0.3,-5,-10,-9,3%,-9
Cc1nc(SCC(=O)NCc2ccco2)nc(C)c1C,-1.4,-5,-14,-0.2,-2,-1,-3,0%,5
CCOC(=O)CN1c2ccccc2NC(=O)CC1C (centres undefined),1.2,1,-6,1.2,-2,-3,-13,6%,3
CCOC(=O)c1nc(N2CCN(C(=O)OCC)CC2)c2c3c(sc2n1)CCCC3,2.7,11,19,0.7,-26,44,-7,6%[fluoresces],-32
COc1ccc2cc(C(=O)NC3CCCCC3)c(=O)oc2c1,-4.5,0,-6,-0.3,5,-12,-12,7%[fluoresces],-55[fluorescence artefact?]
O=C(c1ccccc1F)N1CCC(O)(c2cccnc2)CC1,-0.3,0,-22,0.3,-12,-24,-6,6%,2
NC(=O)SCC(=O)Nc1ccc(Cl)cc1,-4.4,-17,-29,0.5,-12,-9,-5,1%,0
CC1CC(C)(C)Nc2ccc(OC(=O)c3ccco3)cc21 (centres undefined),-4.4,-1,-27,1.3,51*,9,40*,3%,-1
COc1cccc(NC(=O)CCCn2c(=O)[nH]c3ccccc3c2=O)c1,0.3,6,32,-1.1,11,9,-5,5%,-2
C=CCn1c(CCNC(=O)c2ccccc2F)nnc1SCC(=O)Nc1nc(C)cs1,-0.8,9,1,-0.8,13,8,4,6%,6
CN=c1sc2ccccc2n1CC(O)COCc1ccco1 (centres undefined),-0.2,-21,-17,36*,x,17,-16,2%,-1
CCCCn1c(C(C)NC(=O)CC)nc2ccccc21 (centres undefined),1.9,11,0,-0.4,-5,-7,-3,4%,-3
CCCc1ccc(OCc2ccc(C(=O)N3CCN(c4ccccn4)CC3)o2)c(OC)c1,0.8,5,50*,-0.6,6,100*,-3,1%,-2
COc1ccc(NC(=O)c2oc3ccc(S(=O)(=O)N4CCC5(CC4)OCCO5)cc3c2C)cc1,-1.1,12,29,0.8,-4,24,-2,2%,2
COc1ccc(CCNC(=O)Cn2cnc3c2c(=O)n(C)c(=O)n3C)cc1OC,0.8,-2,0,0.0,-6,-12,0,1%,2
CCN(CC)CCCNC(=O)Cc1c(C(=O)O)n(C)c2ccccc12,-1.0,-18,-14,0.2,-4,-11,-3,8%,-9
CCC(Sc1nc2ccccc2[nH]1)C(=O)Nc1cc(C)on1 (centres undefined),0.5,-4,-2,-0.3,-1,-2,-9,8%,0
CC(C)(O)c1nnn(-c2ccccc2)c1C(F)(F)F,-3.0,9,4,-0.5,9,-20,10,8%,-3
FC(F)(F)c1ccc2c(c1)nc1n2CCCC1,0.7,11,16,0.0,3,24,-6,1%,2
C=CCNC(=O)CCCOc1cc(C)ccc1C,-1.0,0,-16,-0.8,7,7,-8,10%,3
CCN1CC2CCCC3(C1)C(=O)NC1(CCCCC1)N=C23 (centres undefined),-3.5,-21,-8,0.2,-6,0,8,6%,2
C=CCN(C(=O)CNC(=O)c1ccco1)C(C(=O)NC1CCCCC1)c1ccc(F)cc1 (centres undefined),-0.4,-13,-2,-0.4,17,-6,3,3%,12
O=C(O)c1n[nH]c2c1CCCCC2,-1.5,-16,-9,0.3,11,8,-5,4%,7
CN(C)c1ccc(-c2nn3c(C4CCCCC4)nnc3s2)cc1,-0.4,-16,-4,1.4,5,58,-7,11%,-19
N#Cc1c(C(F)(F)F)cc(C2CC2)[nH]c1=O,-1.9,-1,9,-0.6,18,-3,0,5%[fluoresces],-329[fluorescence artefact?]
CCOc1cccc(-c2nnc(SCC(=O)Nc3cc(OC)cc(OC)c3)n2N)c1,-1.1,3,-13,0.1,1,5,6,8%,4
O/N=C1\CC/C(=N\O)c2nn(-c3ccccc3Cl)nc21,-5.0,1,-19,0.2,10,-7,-4,5%,0
Cc1c(NC(=O)CSc2nncc3ccccc23)c(=O)n(-c2ccccc2)n1C,-2.0,4,8,0.5,-1,-7,-7,3%,-7
CCOC(=O)c1nnn(-c2nonc2N)c1CNC(C)C,-2.9,4,7,-0.1,-1,-22,10,5%,2
CCc1ccc(CN2C(=O)CCC2(C)C(=O)NC2CCCC2)cc1 (centres undefined),-1.0,-1,2,-0.1,-3,-15,-8,6%,-1
Cc1cc(C)n2nc(SCC(=O)c3ccc[nH]3)nc2n1,-1.0,-5,-5,0.6,-11,-1,-2,10%,0
Cc1c(N=C2SCC(=O)N2c2c(C)n(C)n(-c3ccccc3)c2=O)c(=O)n(-c2ccccc2)n1C,-1.4,21,10,0.4,-4,-1,-8,3%,-2
